Assay outcomes deposited in PubChem BioAssay by Fisher Drug Discovery Resource Center.
mcGAS RapidFire: blocks mouse cGAS cGAMP production | Q8C6L5 | recombinant mouse cGAS, cGAMP by RapidFire MS | inhibition, % at 12.5 µM | hit rate 0.18% among 130,000 | AID 1259397;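 active means inhibition of cGAS enzyme activity at or above 60%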;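 further: enzyme stimulated by 45 bp dsDNA with ATP and GTP substrates; cGAMP share of summed cGAMP plus half ATP and half GTP signals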
Target sequence (Q8C6L5 whole entry, looked up): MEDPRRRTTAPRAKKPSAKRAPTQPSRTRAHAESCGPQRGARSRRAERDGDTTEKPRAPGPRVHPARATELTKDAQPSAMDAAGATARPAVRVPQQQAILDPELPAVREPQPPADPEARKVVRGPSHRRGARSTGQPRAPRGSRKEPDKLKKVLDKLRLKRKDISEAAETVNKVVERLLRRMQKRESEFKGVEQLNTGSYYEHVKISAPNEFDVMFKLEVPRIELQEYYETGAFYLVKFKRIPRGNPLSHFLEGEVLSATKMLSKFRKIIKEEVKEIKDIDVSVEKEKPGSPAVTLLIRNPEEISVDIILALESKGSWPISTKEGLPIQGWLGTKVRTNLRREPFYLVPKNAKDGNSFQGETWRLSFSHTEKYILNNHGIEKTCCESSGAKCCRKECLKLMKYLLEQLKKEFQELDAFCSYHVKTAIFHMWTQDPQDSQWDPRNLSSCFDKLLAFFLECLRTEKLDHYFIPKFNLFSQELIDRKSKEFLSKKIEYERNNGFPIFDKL
* hit, by the source's call; & = joins results of further samples.

The first 4 records, ahead of the listing:
Structure,mcGAS RapidFire
Cc1nn(CC2(C)NCCc3[nH]cnc32)c(C)c1Cl (stereo not drawn),-2
CC(c1ccc(Cl)c(Cl)c1)S(=O)(=O)CCO (stereo not drawn),-8
O=C(CN1CCOC1=O)N1CC[C@@H](c2ccc3ccccc3c2)[C@H](O)C1,-6
COc1cc(CN2CCN(S(=O)(=O)Cc3ccccc3)CC2)ccc1OC(F)F,-6

The listing (from the top)
Structure,mcGAS RapidFire
Cc1nn(CC2(C)NCCc3[nH]cnc32)c(C)c1Cl (stereo not drawn),-2
CC(c1ccc(Cl)c(Cl)c1)S(=O)(=O)CCO (stereo not drawn),-8
O=C(CN1CCOC1=O)N1CC[C@@H](c2ccc3ccccc3c2)[C@H](O)C1,-6
COc1cc(CN2CCN(S(=O)(=O)Cc3ccccc3)CC2)ccc1OC(F)F,-6
CCn1c(CCNc2ccccc2)n[nH]c1=O,0
CC(=O)NCCNC(=O)CC1(C)N=C(c2ccc(-c3ccccc3)cc2)N(C)O1 (stereo not drawn),-4
COc1cccc(-c2cccc(NC(=O)C3CCN(Cc4ccon4)CC3)c2)c1,-6&0
CCOc1ccc(S(=O)(=O)N2CCCCC2)cc1NC(=O)CSC,-5
Cc1ncsc1CCC(=O)N1[C@@H]2CC[C@H]1CNC(=O)C2,-22
Cc1ccc(N2C(=O)CC(C(=O)OCC(=O)N(C)CCC#N)C2c2cccs2)cc1 (stereo not drawn),-8

Later entries.
Structure,mcGAS RapidFire
CC1(C(=O)Nc2ccc(Cl)c(Cl)c2)CCN1C(=O)CC1CC1 (stereo not drawn),-12
CC(C)C(=O)NCCc1ccc(I)s1,8
O=C1CCCc2occ(C(=O)N3CCC4(CC3)OCc3ccccc34)c21,-4
Oc1ccc(C2CCCN2Cc2cc(Cl)cc3c2OCOC3)cc1 (stereo not drawn),-15
Cc1csc(CN(C)c2ncccc2C(=O)N2CCCCC2)n1,-9
CCOCC1CCN(C(=O)NC(c2ccccn2)C(C)C)C1 (stereo not drawn),0
COC(C)(C)C(=O)N1CCC(c2cc(CC(=O)O)[nH]n2)CC1,-8
COc1cccc(CC2(CO)CCN(C(=O)C#Cc3ccccc3)CC2)c1,-4
Cc1cccc(C(O)c2ncc(-c3cccc(C(F)(F)F)c3)[nH]2)c1C (stereo not drawn),-7
Cc1ccc(S(C)(=O)=O)cc1S(=O)(=O)N1CCN(CC2CCCCC2)CC1,0

Next section
Structure,mcGAS RapidFire
O=C(c1cccs1)N1CCOC(CC2CCCCC2)C1 (stereo not drawn),-6
NC(N)=NCC1COc2ccccc2O1 (stereo not drawn),2
CN(C)C(=O)c1ccc(Cl)c(NC(=O)c2ccc(C(F)(F)F)nc2)c1,-4
Cc1noc(CCCC(=O)N(C)c2ccc3c(c2)CCO3)n1,6
COc1ccc(-n2ccnc2-c2c(-c3ccccc3)ncn2CCCO)cc1,-10
CCCc1cc(NCC2CNCCOC2)nc(C)n1 (stereo not drawn),-15
CCOCCn1c(N2CCN(Cc3ccc(C)cc3)CC2)nc2c1c(=O)[nH]c(=O)n2C,-3
CCN(CC)CC#CC(C)(C)OC(C)=O,-9
O=C(Nc1nc(-c2ccco2)c(-c2ccco2)s1)c1cnccn1,-3
COc1cc(CN2CCc3ccccc3C2)ccc1OCC(O)CN1CCSCC1 (stereo not drawn),-11

Continuation:
Structure,mcGAS RapidFire
COc1ccc(OC)c(-n2c(=O)c3ccccc3c3ccccc3c2=O)c1,-8
Cc1ccc(CNC(=O)C2CSCN2C(=O)c2ccccc2)cc1 (stereo not drawn),-8
COc1ccc2cc(C3CN(C(=O)c4cc[nH]c4)CCO3)ccc2c1 (stereo not drawn),-15
CCOc1ccc(NC(=O)C(C)Sc2nc(N)cc(N)n2)cc1 (stereo not drawn),-8
CNc1cccc(-c2cnn(CC(C)C)c2)n1,-9
CC1(C)NC(=O)N(CCC#N)C1=O,-3
Cc1ccc(/C=C/S(=O)(=O)NNc2nc(C)cc(C)n2)cc1,-5
O=C1CCc2cc(NS(=O)(=O)c3ccccc3F)ccc2N1Cc1ccccc1,0
Cc1ccc2nc(C)c(NC(=O)c3c(F)cccc3Cl)c(=O)n2c1,-8
Cc1nonc1C1CCCN1Cc1nc(-c2cc3c(cc2Cl)OCO3)oc1C (stereo not drawn),-16&-8

Next structures follow.
Structure,mcGAS RapidFire
O=C(Nc1ccc(C(=O)N2CCCC2)cc1)c1c(F)cccc1F,-3
O=C(Cn1ccn(-c2cccc3ccccc23)c(=O)c1=O)Nc1cccc(Cl)c1,-6
Cc1cccc2nc(CNS(=O)(=O)N3CCCC3)n(C)c12,-8
O=C(Cn1cnc2ccccc21)N1CCC2(CC1)C(=O)Nc1ccccc12,-3
CCOC(=O)N1CCC(N2CCN(CC(C)(C)C)C(CCO)C2)CC1 (stereo not drawn),-5
O=C1c2ccccc2-c2nc3cc4ccccc4cc3nc21,-1
O=C(OC1CCCCC1=O)C1CCCN(C(=O)Cc2ccccc2)C1 (stereo not drawn),-9
CC(=O)NC12CC3(C)CC(C)(CC(C)(C3)C1)C2,-1
CN(C)C(=O)C1CCCN1C(=O)c1ccc(Cn2ccnc2)o1 (stereo not drawn),-3
CNC(=O)[C@@H]1C[C@@H](N)CN1C(=O)CN1CCC(c2ccccc2)CC1,-27

Carrying on.
Structure,mcGAS RapidFire
CSc1nc(C2CC2)cc(-c2ccccc2)c1C#N,1
CCN(CC)C1CCN(C(=O)Nc2c(C)nn(C(C)C)c2C)C1 (stereo not drawn),-7
CCOc1ccc(S(=O)(=O)Nc2ccccn2)c2ccccc12,9
CC1CCCCN1C(=O)c1ccccc1N1CCC(NC(=O)Cc2ccccc2)CC1 (stereo not drawn),-4
Cc1nc(C2CCCC2)sc1C(=O)NCC(=O)Nc1cccnc1,1
Cc1ccccc1CN(C)C(=O)c1csc(S(=O)(=O)N2CCOCC2)c1,-1
FC(F)(F)c1cc(-c2ccco2)nc(-n2cc(Br)cn2)n1,-5
CC(NC(=O)c1cccn1C)c1ccccc1OC(F)F (stereo not drawn),-2
O=C(NS(=O)(=O)c1ccncc1)C1CC1(Cl)Cl (stereo not drawn),3
CN1CCN(C(=O)c2cccc(NS(=O)(=O)NCc3ccccc3)c2)CC1,4

The listing continues:
Structure,mcGAS RapidFire
O=C(Cn1nc2ccccn2c1=O)OCc1csc(-c2ccsc2)n1,-6
Cc1ccccc1C(NC(=O)Cc1nc2ccccc2[nH]1)c1ccncc1 (stereo not drawn),-7
Cc1ccc(C(=O)NCC(c2ccccc2C)N(C)C)c(F)c1 (stereo not drawn),-5
Cc1ccc(OCC2CCCN(Cc3nc(C)ccc3O)C2)cc1 (stereo not drawn),10
COc1cc(Cl)cc(CN2CCCC(C(=O)N3CCCC3)C2)c1OC (stereo not drawn),-29
COC(=O)C1=C(C)NC2=C(C(=O)CCC2)C1c1cc([N+](=O)[O-])c(C)s1 (stereo not drawn),-9
Cc1nc2ccccn2c(=O)c1NC(=O)Cc1ccc(-c2ccccc2)cc1,-7
COc1ccc(Cl)c2sc(N(CCN3CCOCC3)C(=O)c3ccno3)nc12,1
CC1Sc2ccc(-c3ccco3)cc2N(Cc2ccccc2Cl)C1=O (stereo not drawn),69*
CC(C)CN(C1CCS(=O)(=O)C1)S(=O)(=O)c1ccc(Cl)cc1 (stereo not drawn),5

More structures.
SMILES,mcGAS RapidFire
O=C(CCC(=O)N1CCCC(CN2CCOCC2)C1)c1ccccc1 (stereo not drawn),-13
Cn1nnc2c(=O)n(Cc3ccc(F)cc3)cnc21,-4
Cc1cc(C(=O)Cn2ncc(Cl)c(Cl)c2=O)c(C)n1CC(F)(F)F,-4
COc1ccc(Br)cc1S(=O)(=O)Nc1cc(F)ccc1F,-6
Cc1ccc2nc(C3CCN(C(=O)C4CCC(=O)N(C5CC5)C4)CC3)[nH]c2c1 (stereo not drawn),-4
CC(C)C1CN(Cc2noc(C(C)(C)C)n2)CCC(=O)N1CC1CC1 (stereo not drawn),-33
CCN(CC)Cc1cnc2c(C(=O)Nc3ccc(-n4ccnc4)cc3)cnn2c1,-49
CC(NC(=O)C(C)N1CCCN2CCCC2C1)c1ccc2ccccc2c1 (stereo not drawn),-10&-3
C=CCn1c(SCC(=O)NC(=O)NC)nc2onc(C)c2c1=N,-1
Cc1occc1COC(=O)C1(C)CCOCC1,-2

The results go on:
SMILES,mcGAS RapidFire
Cn1c(-c2ccc(Br)cc2)c[nH]c1=S,-3
COc1ccc(C2CCCN2Cn2nc(C3CC3)n(C3CC3)c2=S)cc1 (stereo not drawn),2
COc1ccc(/C=C/C(=O)NC2CCCN(CCc3ccccc3)C2)cc1OC (stereo not drawn),-14
COC(=O)c1c(C)[nH]c(C(=O)OCc2csc(NC(C)=O)n2)c1C,1
C=CCc1cccc(/C=N\NC(=O)CN2CCN(Cc3ccccc3)CC2)c1O,-15
Cn1cc(CNC(=O)Nc2ccccc2)cn1,-3
CC1CN(C(=O)CSc2nncs2)CCO1 (stereo not drawn),-8
O=C(CSc1nc2c(cnn2CCO)c(=O)[nH]1)NCc1ccco1,-26
Cn1c(=O)[nH]c(=O)c2c1nc(N1CCN(CCCc3ccccc3)CC1)n2Cc1ccc(F)cc1,-1
Cc1cccc(CS(=O)(=O)Nc2ccc3c(c2)C(=O)N(C)c2cc(C)ccc2O3)c1,-3

An excerpt from above in order of count of non-hydrogen atoms, smallest number first.
SMILES,mcGAS RapidFire
Cn1c(-c2ccc(Br)cc2)c[nH]c1=S,-3
CC1CN(C(=O)CSc2nncs2)CCO1 (stereo not drawn),-8
Cc1occc1COC(=O)C1(C)CCOCC1,-2
Cn1nnc2c(=O)n(Cc3ccc(F)cc3)cnc21,-4
COc1ccc(Br)cc1S(=O)(=O)Nc1cc(F)ccc1F,-6
CC(C)CN(C1CCS(=O)(=O)C1)S(=O)(=O)c1ccc(Cl)cc1 (stereo not drawn),5
C=CCn1c(SCC(=O)NC(=O)NC)nc2onc(C)c2c1=N,-1
COC(=O)c1c(C)[nH]c(C(=O)OCc2csc(NC(C)=O)n2)c1C,1
CC1Sc2ccc(-c3ccco3)cc2N(Cc2ccccc2Cl)C1=O (stereo not drawn),69*
COc1ccc(C2CCCN2Cn2nc(C3CC3)n(C3CC3)c2=S)cc1 (stereo not drawn),2
CC(NC(=O)C(C)N1CCCN2CCCC2C1)c1ccc2ccccc2c1 (stereo not drawn),-10&-3
Cc1nc2ccccn2c(=O)c1NC(=O)Cc1ccc(-c2ccccc2)cc1,-7
CCN(CC)Cc1cnc2c(C(=O)Nc3ccc(-n4ccnc4)cc3)cnn2c1,-49
Cc1cccc(CS(=O)(=O)Nc2ccc3c(c2)C(=O)N(C)c2cc(C)ccc2O3)c1,-3
Cn1c(=O)[nH]c(=O)c2c1nc(N1CCN(CCCc3ccccc3)CC1)n2Cc1ccc(F)cc1,-1

Next section:
SMILES,mcGAS RapidFire
O=C(NNC(=O)c1ccccc1F)c1ccc(F)c(S(=O)(=O)N2CCCCC2)c1,19
O=C(NN=Cc1ccccc1O)C1(O)c2ccccc2-c2ccccc21,-2
O=C(C1CCN(S(=O)(=O)c2ccc(F)c(F)c2)CC1)N1CCCc2ccccc21,9
CC1(C)NC(=O)N(CCCCOc2ccccc2Cc2ccccc2)C1=O,-3
COC(=O)c1nnn(-c2nonc2N)c1C(C)C,11
CCOC(=O)c1ccc(S(=O)(=O)NCCOc2cc(N3CCN(C)CC3)ncn2)cc1,-4
OC1=C2OCC(C=C1I)O2 (stereo not drawn),5
C=CCn1c(SCc2ccc(F)cc2)nc2c1c(=O)n(C)c(=O)n2C,-1
CCn1ccc(C(=O)N(Cc2cccnc2)c2nc3c(C(C)C)cccc3s2)n1,5
Cc1n[nH]c(C)c1CCc1n[nH]c(=O)n1-c1cc(F)ccc1F,-23

Going on with the list:
SMILES,mcGAS RapidFire
CNC(=O)NC(=O)CN1CCN(c2ccc(C(C)=O)cc2F)CC1,0
O=C(NNC(=S)NC1CC2CCC1C2)C1CC1 (stereo not drawn),-3
O=C(CCSc1ccccc1F)NCc1ccccc1F,2
Cc1cccnc1CN1CCN(Cc2ccc3nsnc3c2)CC1,-16
COc1ccc(C)cc1NCc1ccc(C#N)cc1,-10
Cc1cc(C(=O)Nc2ccn(CCCN3CCCC3)n2)no1,-12
O=C1NC(c2ccccc2)=C(C(=O)C(F)(F)F)C(c2ccc(OC(F)F)cc2)N1 (stereo not drawn),-12
O=C1OC2(c3ccc(O)cc3Oc3cc(O)ccc32)c2ccccc21,0
Cn1c2c(c(=O)n(C)c1=O)C(c1cccnc1)C1=C(N2)c2ccccc2C1=O (stereo not drawn),0
CCC(C)(C)NC(=O)CONC(=O)C1CCCC1,2

Additional results follow.
SMILES,mcGAS RapidFire
COc1cc(CNCc2ccccn2)ccc1OCC(=O)NC(C)(C)C,-40
COc1ccc(C(=O)NN2C(=O)C3C4c5ccccc5C(C)(c5ccccc54)C3C2=O)cc1 (stereo not drawn),-8
Cc1cc(C(F)(F)F)nc(SCC(=O)NC2=NC(=O)C(C)S2)n1 (stereo not drawn),-5
COC(=O)CC1(NCc2ccccc2Br)CCOCC1,-4
CC1(c2ccccc2)CC1Nc1nn2c(=O)cc(-c3ccccc3)nc2s1 (stereo not drawn),-4
COc1cc(S(=O)(=O)N2CCN(C)CC2)c(OC)cc1Br,0
CCCc1cc(N2CCN(Cc3cccc4[nH]ccc34)CC2)nc(C)n1,-27
CN1CCC(NC(=O)Nc2ccc(Cl)c(F)c2)C1=O (stereo not drawn),-10
COc1ccc(OC)c2sc(N(Cc3cccnc3)C(=O)CSc3ccccc3)nc12,-6
COc1cc(Cl)cc(CN2CCN(Cc3ccsc3)C(CCO)C2)c1OC (stereo not drawn),-2

(continued)
SMILES,mcGAS RapidFire
Cc1nnnn1-c1ccc(F)c(NC(=O)c2cccc3c2OCO3)c1,-7
Cc1nc2cc(N3C(=O)[C@@H]4C[C@H]3CN4Cc3ccsc3)ccc2s1,-8
Cc1cc(NC(=O)COc2ccc(Br)cc2)ccn1,-2&4
CCOC(=O)C1CCN(C(=O)CCc2c(C)nn(-c3nc(C)cc(=O)[nH]3)c2C)CC1,-3
CCCN1CCC(=NN=C(N)N)CC1,-18

An excerpt; rates above refer to the full screens.
